High-throughput results as filed in PubChem BioAssay.
aSyn tox rescue = qHTS of alpha-syn Inhibitors: NCGC Sytravon Library Screen | S. cerevisiae alpha-synuclein toxicity rescue, BacTiter-Glo growth, 24 h | Potency, µM (top dose mostly 46.1 µM), inactives show top-dose growth rescue (activation), actives largely listed as activators | 0.02% of 94,000 active; active = well fitted activation curve with a large enough effect; inconclusive = small, poorly fitted or top-dose-only effect; note: 0% is about no effect
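Growth restoration measured by BacTiter-Glo luminescence after 24 hr at 30 deg C; alpha-synuclein yeast, raffinose-pregrown to mid-log, were added at OD600=0.02 in galactose medium onto pinned compounds.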
Starred values were filed as active, the others as inactive; u = inconclusive; & = joins results of further samples; [ ] = remark or other dose. Potency is the fitted concentration of half-maximal effect.

SMILES	aSyn tox rescue
Cc1cccc(NCc2nc3ccccc3n2CCOc2ccccc2C)c1	-44%[inhibitor]
COc1ccccc1N1CC(C(=O)OC(C)C(=O)Nc2ccc(F)cc2)CC1=O (stereo unspecified)	-7%
CCOc1ccc(NC(=O)c2sc3nc4n(c(=O)c3c2C)CCC4)cc1	-3%
CS(=O)(=O)c1ncc(Cl)c(C(=O)N2CCN(c3cccc(Cl)c3)CC2)n1	17%
CC(=O)c1c(C)oc2ccc(NS(=O)(=O)c3ccccc3)cc12	1%
CC(C)Oc1ccc(S(=O)(=O)N2CCCCC2)cc1NC(=O)C1CSC2(C)CCC(=O)N12 (stereo unspecified)	-6%
CCC1CCCCN1Cc1nc2c(c(=O)n(C)c(=O)n2C)n1Cc1ccccc1 (stereo unspecified)	4%
O=C(c1cccc(S(=O)(=O)N2CCc3ccccc32)c1)N1CCCC(C(F)(F)F)C1 (stereo unspecified)	-14%
CSc1ncnc2c1ncn2CCCNCC(C)c1ccccc1 (stereo unspecified)	7%
CC(=O)N1CCc2c(sc3c2c(=O)n(Cc2ccccc2)c(=O)n3Cc2ccc(C)cc2)C1	5%
CC(C)c1ccc(NC(=O)CSC2=Nc3ccccc3C3=NC(CC(=O)NCc4cccs4)C(=O)N23)cc1 (stereo unspecified)	-6%
C[C@H](CO)N1C[C@H](C)[C@@H](CN(C)S(=O)(=O)c2cccc(F)c2)OCc2cn(nn2)CCCC1=O	1%
Cc1cc(C)cc(NC(=O)CSc2nc(=O)n(Cc3ccccn3)c3c2CCC3)c1	1%
Cc1cc(=O)[nH]c2nnc(SCc3ccc(F)cc3)n12	1%
COc1ccccc1CNC(=O)CCCn1c(=O)c2ccccc2n(CC(=O)Nc2c(C)cc(C)cc2C)c1=O	-11%
Cc1ccc2oc(=O)c3cnn(CC(=O)N4CCN(c5ccccn5)CC4)c3c2c1	3%
Cc1oc2ccc(O)c(CN3CCCC(C)C3)c2c1C(=O)Nc1ccccc1 (stereo unspecified)	4%
COc1ccc(CCN(C)C(=O)Cc2ccc(-c3ccccc3)cc2)cc1OC	16%
CN(C)S(=O)(=O)c1ccc(C(=O)Nc2cc3c(cc2C(=O)O)OCCCO3)cc1	0%
CCC(C)NC(=O)c1ccc2nc(CCc3ccccc3)oc2c1 (stereo unspecified)	2%
COc1cccc(-c2cc(C(=O)NCCc3ccc(C)cc3)[nH]n2)c1	-9%
CC(C)(C)c1ccc(S(=O)(=O)c2cn(CC(=O)Nc3ccccc3)c3ccccc3c2=O)cc1	-3%
Cc1ccsc1/C=C(\C#N)C(=O)NCCCN1CCOCC1	5%
COCC(=O)N(C)C[C@@H]1Oc2cc(-c3ccc(F)cc3)ccc2S(=O)(=O)N([C@H](C)CO)C[C@H]1C	u
Cc1ccccc1CN1C(=O)c2ccccc2S(=O)c2ccc(C(=O)NCc3ccccc3)cc21 (stereo unspecified)	-2%

(more compounds)
SMILES	aSyn tox rescue
Cc1ccc(S(=O)(=O)NCCc2ccncc2)cc1[N+](=O)[O-]	4%
Cn1cc(SCC(=O)Nc2nccs2)c2ccccc21	-3%
C/C(=N\NC(=S)Nc1ccccc1C)C1Cc2ccccc2C(=O)O1 (stereo unspecified)	2%
CCOc1ccc(-c2cc(NC(=O)c3c(F)cccc3F)c(C(=O)OC)s2)cc1	-10%
Cc1ccc(NC(=O)CCS(=O)(=O)c2ccc3nc(C)sc3c2)cc1	6%
Cc1ccc(-n2nc(C)c3c(C)c(CCC(=O)NC(C)c4ccccc4)c(C)nc32)cc1 (stereo unspecified)	3%
CCOc1ccc(S(=O)(=O)Nc2ccc(C(=O)N(CC)CC(=O)NCc3cccs3)cc2)cc1	4%
CC12CCC(C(=O)N3CCCCC3)([C@H](Br)C1=O)C2(C)C (stereo partly specified)	6%
Cc1csc2nc(COC(=O)c3ccccc3NC(=O)c3ccc(C(C)(C)C)cc3)cc(=O)n12	2%
Cc1c(C(=O)N(Cc2ccccc2)C2CCS(=O)(=O)C2)oc2ccccc12 (stereo unspecified)	-11%
CCCc1nc(-c2cc3ccccc3[nH]c2=O)no1	2%
Cc1ccccc1NC(=O)NCC1CCN(c2ccc(S(=O)(=O)N3CCOCC3)cc2)CC1	-10%
COc1ccc(Cn2c(SCc3ccc(C(=O)NCc4cccs4)cc3)nc3cccnc32)cc1	2%
Cc1cccc(N2C(=O)CS(=O)(=O)C23C(=O)N(Cc2c(F)cccc2Cl)c2ccccc23)c1 (stereo unspecified)	-5%
CCC(=O)N1CCc2cc(CNS(=O)(=O)c3cc(OC)ccc3OC)ccc21	-4%
CCc1nn(CC(=O)NCCc2ccc(OC)cc2OC)c(=O)c2cc3c(OC)cccc3n12	-3%
O=C(c1cccc([N+](=O)[O-])c1)c1ccc2c(c1)C(=O)NC2=O	1%
Cn1ccnc1C(=O)Cc1ccc([N+](=O)[O-])cc1	2%
N=C1S/C(=C\c2cn[nH]c2-c2ccc(F)cc2)C(=O)N1c1ccccc1F	-5%
Cc1ccc(C)c(N2CCN(C(=O)C3CCN(c4nc(-c5ccc(C(C)C)cc5)no4)CC3)CC2)c1	17%
CCCCOc1ccc(C(=O)NCCc2csc3nc(-c4ccccc4F)nn23)cc1	7%
Cc1cccnc1NC(=S)NCCc1ccccc1	-2%
CCOc1ccc(Nc2c3c(nc4nncn24)CCC3)cc1	23%
Cc1ccc(C2=NN(CCC(=O)NCCc3cccc(C)c3)C(=O)CC2)cc1	6%
CCOC(=O)c1cccc(NC(c2nnc(-c3ccccc3)o2)c2ccccc2F)c1 (stereo unspecified)	11%

The list goes on:
SMILES	aSyn tox rescue
Cc1ccc(C)c2sc(NC(=O)c3ccc(N4C(=O)CCC4=O)cc3)nc12	-7%
COc1ccc(CNC(=O)c2sc3nc4n(c(=O)c3c2C)CCCCC4)cc1	4%
CCc1nnc2c(Nc3cc(OC)c(Cl)cc3OC)nc3ccccc3n12	1%
O=C(CN1CCN(S(=O)(=O)c2ccc(F)cc2)CC1)NCc1cccs1	0%
CCOC(=O)c1ccc(NC(=O)Cn2cc(S(=O)(=O)Cc3ccccc3F)c3ccccc32)cc1	4%
CCCCN(CC)CCCNC(=O)c1nn(-c2ccc(OC)cc2)c(=O)c2c1c1ccccc1n2C	2%
COc1cccc(CNC(=O)c2cc(-c3ccc(Cl)cc3)n[nH]2)c1	-2%
CCOC(=O)c1ccccc1NC(=S)N1CCCCC1	-3%
CCOc1cc(C#N)c(-n2nnc3c(sc4nc(C)cc(C)c43)c2=O)cc1OCC	-5%
Cc1oc2ccc(O)c(CN3CCN(C)CC3)c2c1C(=O)Nc1cccc(Cl)c1C	-2%
CCOC(=O)c1cnc(NCc2ccc(OC)cc2OC)c2ccccc12	3%
COc1ccc2[nH]c(=O)c(CN(Cc3cccs3)C(=S)NCC3CCCO3)cc2c1 (stereo unspecified)	8%
O=C(CN1C(=O)c2ccccc2S1(=O)=O)NCc1c(F)cccc1F	8%
Cc1ccsc1CN(C(=O)c1ccc(Br)cc1)C1CCS(=O)(=O)C1 (stereo unspecified)	3%
Cn1ccnc1SCc1ccc(Cl)cc1Cl	12%
COc1ccccc1NC(=O)N1CCN(c2ccc3nnc(-c4ccc(F)cc4)n3n2)CC1	3%&7%
COc1ccc([C@H]2N[C@]3(CCCN(Cc4ccco4)C3=O)[C@H]3C(=O)N(C)C(=O)[C@@H]23)cc1	-7%
CCCN(C(=O)CSc1nnc(-c2ccc3c(c2)OCO3)o1)C1CCS(=O)(=O)C1 (stereo unspecified)	3%
CN(C(=O)CSc1nc2ccc(NC(=O)c3ccccc3)cc2s1)c1ccccc1	7%
O=C(Nc1ccc(Cl)cc1F)c1oc(=O)c2ccccc2c1-c1ccccc1	6%
COc1ccccc1N1CCN(S(=O)(=O)c2c(C)nc3sc(C)c(C)n3c2=O)CC1	3%
CC(C)Cn1c(SCC(=O)NC2CC2)nc2ccccc21	2%
Cc1c(C)n(Cc2ccc(Cl)cc2)c2ccc(C(=O)N3CCN(c4ccccc4F)CC3)cc12	3%
COc1ccc(NC(=O)Cn2cc(C(=O)C3CC3)c3ccccc32)cc1	6%&-20%
CCSc1nc(-c2ccccc2OC)nc2c1Cc1c(CO)cnc(C)c1O2	-7%

Next structures:
SMILES	aSyn tox rescue
Cc1ccsc1CN(C(=O)c1oc2ccccc2c1C)C1CCS(=O)(=O)C1 (stereo unspecified)	u
CCOc1ccc(C(CC(=O)O)NC(=O)C(Sc2ccccc2)c2ccccc2)cc1 (stereo unspecified)	-19%
Cc1cccc(CC(=O)NCCc2sc3nc(-c4ccc(F)cc4)nn3c2C)c1	13%
CCOc1ccc(CCNC(=O)C2=C(C)C(=O)OC23CCC(C)CC3)cc1 (stereo unspecified)	3%
COc1ccc(C(CNc2ncnc3sccc23)N(C)C)cc1OC (stereo unspecified)	2%
CCOc1ccccc1C(=O)OCC(=O)NCC1CCCCC1	3%
O=C(COC(=O)c1nc(Cl)ccc1Cl)NNC(=O)c1ccccc1	-3%
O=C(CC1N=C2c3ccccc3N=C(SCc3ccccc3Cl)N2C1=O)NC1CCCCC1 (stereo unspecified)	-14%
CCOC(=O)C1=C(c2ccccc2)OC(N)=C(C#N)C1c1ccncc1 (stereo unspecified)	-9%
CCOc1ccc(NC(=O)CN(C)C(=O)CSCc2c(C)noc2C)cc1OCC	-13%
C=CCN1C(=O)/C(=C/N(C)C)S/C1=N\S(=O)(=O)c1cccs1	6%
Cc1nn2c(C(F)(F)F)cc(-c3ccc(OC(C)C)cc3)nc2c1C#N	1%
O=C(OCc1cc(=O)n2nc(C3CC3)sc2n1)c1ccc(F)cc1	-6%
CCOc1ccc(NC(=O)Cn2c(CCC(=O)O)ccc2-c2ccc(Cl)cc2)cc1	18%
CC1CCC(NC(=O)COc2ccc(C(=O)c3ccccc3)cc2)CC1 (stereo unspecified)	0%
O=c1c(N2CCc3ccccc3C2)csc2ccc(Cl)cc12	1%
COc1ccc(/C=C(/NC(=O)c2ccc(C)cc2)C(=O)NCC2CCCO2)cc1 (stereo unspecified)	1%
CCOc1cc(C(=O)Nc2ccc3oc(-c4ccc(F)cc4Cl)nc3c2)cc(OCC)c1OCC	-1%
COC(=O)c1ccc(NC(=O)CCS(=O)(=O)c2ccc(Br)cc2)cc1	-7%
CC1CCCN(C(=O)/C(=C/c2ccco2)NC(=O)c2ccccc2)C1 (stereo unspecified)	5%
COc1ccc2nc3sc(C(=O)Nc4cc(Cl)c(OC)cc4OC)cc3cc2c1	6%
CC(C)c1ccc(OCC(O)CN2CCN(c3ccc(F)cc3)CC2)cc1 (stereo unspecified)	1%
Cc1ccc2c(c1)C(c1ccc(F)cc1)N(C(=O)c1cccc(C(F)(F)F)c1)CC(=O)N2 (stereo unspecified)	0%
O=C(COC(=O)c1ccc(F)c(S(=O)(=O)N2CCOCC2)c1)NCCc1ccccc1	-1%
Cc1ccc(S(=O)(=O)NCCC(=O)NC(C)CCc2ccccc2)cc1 (stereo unspecified)	7%

Looked up above:
aSyn tox rescue, CCOc1ccc(NC(=O)Cn2c(CCC(=O)O)ccc2-c2ccc(Cl)cc2)cc1 stands at 18%
aSyn tox rescue, COC(=O)c1ccc(NC(=O)CCS(=O)(=O)c2ccc(Br)cc2)cc1 stands at -7%
aSyn tox rescue, O=C(CC1N=C2c3ccccc3N=C(SCc3ccccc3Cl)N2C1=O)NC1CCCCC1 (stereo unspecified) stands at -14%
aSyn tox rescue, COc1ccc(C(CNc2ncnc3sccc23)N(C)C)cc1OC (stereo unspecified) stands at 2%
aSyn tox rescue, Cc1nn2c(C(F)(F)F)cc(-c3ccc(OC(C)C)cc3)nc2c1C#N stands at 1%

Next entries
SMILES	aSyn tox rescue
CCOc1ccccc1C1Nc2ccccc2-c2nnc(SCc3ccccc3)nc2O1 (stereo unspecified)	-1%
COCc1cc(=O)n2[nH]c(C(C)(C)C)cc2n1	-7%
Cc1ccc(Nc2nc(C)cc(C)n2)c(C(=O)O)c1	-11%
Nc1ccccc1SC(CC(=O)c1ccccc1)c1ccccc1 (stereo unspecified)	1%
O=S(=O)(Cc1ccccc1Cl)NCc1ccccc1	16%
CC(C)NC(=O)C1CCC(Cn2c(=O)c3sccc3n(CC(=O)Nc3ccccc3)c2=O)CC1 (stereo unspecified)	0%
CC(=O)N1CCN(C(=O)c2cc(-c3ccc(Cl)s3)nc3ccccc23)CC1	1%
c1ccc(CSc2nc3ncccc3[nH]2)cc1	-14%
COc1ccc(-c2noc(-c3nnn(-c4cc(C)ccc4C)c3N)n2)cc1	2%
O=C1C(=O)N(C2CCCC2)C(=O)N1Cc1c(F)cccc1Cl	-1%

3 compounds from above, ordered by heavy-atom count, low to high:
SMILES	aSyn tox rescue
O=S(=O)(Cc1ccccc1Cl)NCc1ccccc1	16%
Nc1ccccc1SC(CC(=O)c1ccccc1)c1ccccc1 (stereo unspecified)	1%
CC(=O)N1CCN(C(=O)c2cc(-c3ccc(Cl)s3)nc3ccccc23)CC1	1%

7 records picked at random from those above:
SMILES	aSyn tox rescue
COC(=O)c1ccc(NC(=O)CCS(=O)(=O)c2ccc(Br)cc2)cc1	-7%
COc1cccc(CNC(=O)c2cc(-c3ccc(Cl)cc3)n[nH]2)c1	-2%
C[C@H](CO)N1C[C@H](C)[C@@H](CN(C)S(=O)(=O)c2cccc(F)c2)OCc2cn(nn2)CCCC1=O	1%
CCOC(=O)c1cccc(NC(c2nnc(-c3ccccc3)o2)c2ccccc2F)c1 (stereo unspecified)	11%
COc1ccc(CNC(=O)c2sc3nc4n(c(=O)c3c2C)CCCCC4)cc1	4%
CCOC(=O)C1=C(c2ccccc2)OC(N)=C(C#N)C1c1ccncc1 (stereo unspecified)	-9%
O=C(c1cccc(S(=O)(=O)N2CCc3ccccc32)c1)N1CCCC(C(F)(F)F)C1 (stereo unspecified)	-14%

A portion of the library; count on the stated rates, not on these rows.
